NPY1 pot ag – NPY-Y1 receptor potentiators or agonists, primary screen, cell-based; NPY-Y1 expressing cells, potentiator/agonist activation; activation, % at 3.6 µM; 0.37% of 220,000 active; AID 1304, 2008; in the data active = activation above about 33%, passing the limit was not always enough;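 note: cells stimulated with NPY at EC10 then isoproterenol at EC100; 0% = low agonist plus stimulus and 100% = saturating agonist plus stimulus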
Target sequence (P25929 whole entry, looked up): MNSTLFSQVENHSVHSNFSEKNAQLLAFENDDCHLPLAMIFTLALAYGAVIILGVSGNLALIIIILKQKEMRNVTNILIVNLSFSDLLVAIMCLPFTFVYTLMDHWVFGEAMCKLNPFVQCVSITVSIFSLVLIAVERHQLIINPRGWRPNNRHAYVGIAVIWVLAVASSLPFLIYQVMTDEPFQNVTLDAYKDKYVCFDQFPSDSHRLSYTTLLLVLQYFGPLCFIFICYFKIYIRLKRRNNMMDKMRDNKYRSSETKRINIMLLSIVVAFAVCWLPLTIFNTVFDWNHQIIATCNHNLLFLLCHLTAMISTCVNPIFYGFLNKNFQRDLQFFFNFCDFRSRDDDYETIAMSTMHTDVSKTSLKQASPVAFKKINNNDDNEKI
NCF1 inh – p47phox/p22phox peptide binding inhibitors, primary screen, biochemical, uHTS, NADPH oxidase regulatory subunit; 0.53% of 220,000 active; inhibition, % at 24.7 µM; fluorescence polarization, 2 h; Neutrophil cytosol factor 1 (Homo sapiens), P14598;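 active = inhibition above about 30%, limit read from the data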;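 note: 0% = p47phox with labelled peptide and 100% = labelled peptide alone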
Target sequence (P14598 whole entry, looked up): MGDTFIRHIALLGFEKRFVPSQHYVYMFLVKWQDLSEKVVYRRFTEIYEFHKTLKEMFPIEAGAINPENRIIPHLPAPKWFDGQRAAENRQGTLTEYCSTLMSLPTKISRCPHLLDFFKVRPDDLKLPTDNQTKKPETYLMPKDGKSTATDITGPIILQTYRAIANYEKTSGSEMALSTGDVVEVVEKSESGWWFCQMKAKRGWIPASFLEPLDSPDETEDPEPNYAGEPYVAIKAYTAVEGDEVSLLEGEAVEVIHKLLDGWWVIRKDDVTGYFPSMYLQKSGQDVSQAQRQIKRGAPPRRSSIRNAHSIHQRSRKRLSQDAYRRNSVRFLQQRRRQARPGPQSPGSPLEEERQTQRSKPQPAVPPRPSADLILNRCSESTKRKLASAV
Ba/F3 V617F tox – reduced viability of JAK2V617F-dependent Ba/F3 cells, primary screen, JAK2V617F inhibitor project, cell-based, Ba/F3 EpoR-JAK2V617F, luminescence. 1.1% of 220,000 active. ATP luminescence. AID 1446, 2008. inhibition, % at 5.6 µM;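 active = inhibition above the campaign mean plus 3 SD over all tested compounds, cut at about 24% in these data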;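 note: cytokine-independent growth of Ba/F3 cells driven by EpoR plus mutant JAK2; 0% = DMSO-treated cells and 100% = JAK inhibitor I control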
NPY-Y1 antag – NPY-Y1 receptor antagonists, primary screen, cell-based; HEK293-CNG Y1 cells, membrane potential fluorescence; NPY at EC95, then isoproterenol; inhibition, % at 3.6 µM; 1% of 200,000 active; AID 1040, 2008;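 active = inhibition above the campaign mean inhibition of all tested compounds plus 3 SD, cut at about 20% in these data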;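 note: 0% = DMSO wells given NPY plus isoproterenol and 100% = isoproterenol alone without NPY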
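Benchmarks – high control isoproterenol alone, low control NPY with isoproterenol · Material – HEK293 Y1/CNG channel cell line · Times – dye 3 h, compound 60 min room temperature, stimulation 45 min · Probe or stimulus – NPY (25 nM), isoproterenol (1 µM), Ro 20-1724 (25 µM) · Evaluation – % inhibition of NPY effect · Signal – fluorescence, membrane potential probe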
S1P4 agonist – S1P4 receptor agonists, primary screen, cell-based; Sphingosine 1-phosphate receptor 4 (Homo sapiens), O95977; S1P4-expressing cell line, agonist reporter assay; activation, % at 4.98 µM; 0.35% of 220,000 active; AID 1509, 2009; in the data active = activation above about 11%;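 note: 0% = DMSO vehicle and 100% = reference agonist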
CHOP inh – inhibitors of CHOP promoter induction, primary screen, cell-based, unfolded protein response, luciferase reporter; 3.8% of 220,000 active; CHO-K1 CHOP-promoter luciferase, tunicamycin-induced, 15-18 h; AID 2732, 2010; inhibition, % at 10 µM;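 active = compounds that reduced the stress-induced luciferase reporter signal by more than about 70% of percent inhibition, limit read from the data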;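 note: 0% = tunicamycin plus vehicle and 100% = wells without tunicamycin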
BaF3 tox – parental Ba/F3 cell viability inhibition, counter-screen for JAK2V617F inhibitor project, murine pro-B, CellTiter-Glo luminescence | CellTiter-Glo ATP luminescence | inhibition, % at 5.6 µM | AID 1486, 2009 | 1.1% of 220,000 active;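 active = inhibition above a per-campaign cutoff, the mean inhibition of all tested compounds plus 3 SD, cut at about 27% in these data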;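 note: 0% = DMSO wells and 100% = JAK Inhibitor I control wells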
NPY2 pot ag – NPY-Y2 potentiators or agonists, primary screen, cell-based. activation, % at 3.6 µM. cells expressing NPY-Y2, potentiator/agonist read-out. 0.45% of 220,000 active; in the data active = activation above about 27%;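 note: cells stimulated with NPY near EC25 plus isoproterenol at EC100; 0% = vehicle plus submaximal agonist and 100% = vehicle plus saturating agonist; some results beyond the cut were filed as inactive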
S1P4 antag – S1P4 receptor antagonists, primary screen, cell-based; Sphingosine 1-phosphate receptor 4 (Homo sapiens), O95977; 0.26% of 220,000 active; S1P4-expressing cells, antagonist mode, reporter read-out; inhibition, % at 4.98 µM; in the data active = inhibition above about 29%;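 note: 0% = wells stimulated with agonist and 100% = vehicle wells without agonist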
* = called active by the depositor; · = no result given.

SMILES | NPY1 pot ag | NCF1 inh | Ba/F3 V617F tox | NPY-Y1 antag | S1P4 agonist | CHOP inh | BaF3 tox | NPY2 pot ag | S1P4 antag
O=C(NCCOC(=O)C1COc2ccccc2O1)C1COc2ccccc2O1 (stereo not given) | -13 | -5 | -2 | -1 | -1.8 | -1 | 2 | 1 | -1
COc1cccc(NS(=O)(=O)c2ccc3c(c2)C2C=CCC2C(c2ccc(C(=O)O)cc2)N3)c1 (stereo not given) | 17 | -21 | 0 | 5 | 0.2 | 15 | 1 | -13 | -6
O=C1C2C3C=CC(C4CC34)C2C(=O)N1c1ccc2c(c1)OCO2 (stereo not given) | 24 | -1 | -3 | 4 | 2.1 | 6 | 4 | 16 | -9
Cc1cccc(CC(=O)Nc2cc(=O)n(C)c(=O)n2C)c1 | 11 | -14 | -2 | -2 | 0.2 | 19 | 4 | -9 | -15
CCCn1c(N)c(C(=O)CSc2nnnn2-c2ccc(O)cc2)c(=O)n(C)c1=O | 6 | -5 | -2 | -5 | -0.5 | 69 | -1 | 7 | -4
CC(=O)N1CN(CCCn2ccnc2)Cc2c1sc1c2CCCC1 | -21 | -44 | 4 | 9 | -0.5 | 17 | 6 | -17 | -1
CCCn1c(SCC(=O)Nc2cccc(C)n2)nc2c1c(=O)n(C)c(=O)n2C | 10 | 1 | -4 | 8 | 2.0 | 12 | -4 | 17 | -12
CN1CCN(NC(=O)c2cc(S(=O)(=O)N3CCOCC3)c(Cl)cc2Cl)CC1 | -9 | 2 | 3 | -2 | -0.4 | 12 | 8 | 0 | -12
Oc1ccc(-c2cccc(-c3ccc(O)cc3)n2)cc1 | 21 | -22 | 1 | -8 | 1.4 | 25 | 9 | -3 | 3
COC(=O)c1c(-c2ccccc2)noc1C | -3 | 3 | -5 | -5 | -0.3 | 9 | 1 | 4 | -12
O=[N+]([O-])c1cccc(-c2ccc(/C=N/Nc3nc(N4CCCCC4)nc(N4CCCCC4)n3)o2)c1 | 6 | 9 | -2 | 7 | 1.3 | 8 | -4 | 14 | -34
CCN(CC)S(=O)(=O)c1ccc(NC(=O)c2cc(-c3cccs3)nc3ccccc23)cc1 | -27 | -7 | 0 | 5 | 1.4 | 27 | 4 | -4 | -16
CCNS(=O)(=O)c1ccc(CCC(=O)NCCC2=CCCCC2)cc1 | -6 | -16 | 4 | -6 | -0.2 | -31 | 8 | 8 | -25
Cc1cc(NC(=O)c2sc(Nc3ccc(F)cc3)nc2N)no1 | 17 | -8 | 98* | -3 | 1.7 | -14 | 23 | 20 | -10
CCC/C(=N\NC(=O)Cc1csc(N2CCOCC2)n1)c1ccccc1 | -11 | -10 | -6 | 3 | 2.8 | 41 | 0 | 5 | -13
O=C(COC(=O)/C=C/c1ccc(Cl)cc1Cl)NCCC1=CCCCC1 | -4 | 7 | -2 | 4 | 0.5 | 23 | 1 | 2 | 1
COc1cc(NC(=O)c2cc(-c3cccnc3)nc3ccc(C)cc23)c(OC)cc1Cl | 5 | -3 | 0 | 4 | -1.2 | 19 | 2 | -1 | 3
CCOc1cc(CNc2ccc(O)cc2)ccc1OCc1ccc(Cl)cc1Cl | -27 | 0 | 0 | 0 | -3.6 | 103* | 10 | -15 | -6
CC1=CC(=Nc2c(C)n(C)n(-c3ccccc3)c2=O)C=CC1=O | -25 | -11 | -1 | · | -0.8 | -234 | -2 | -16 | 15
CC(O)CNc1nc(Cl)c(C#N)s1 (stereo not given) | 2 | -6 | -3 | 5 | -0.3 | 13 | 2 | 6 | 0
O=C(O)c1ccccc1-c1ccccc1C(=O)NNc1ccccc1 | -11 | 7 | -1 | -3 | 2.7 | -9 | 6 | 3 | -14
COc1ccc(NC(=O)Cc2c(F)cccc2Cl)c(OC)c1 | -10 | -7 | 7 | 3 | -1.6 | -1 | 15 | -11 | -9
Cc1ccc(S(=O)(=O)Nc2cc(S(=O)(=O)N3CCCCC3)ccc2N2CCOCC2)cc1 | 7 | -12 | -6 | -2 | -0.1 | -30 | 0 | -5 | -13
CCOc1ccc(NC(=O)CN(Cc2ccccc2)S(C)(=O)=O)cc1 | -17 | -9 | -3 | 5 | -0.9 | 4 | 0 | -6 | -68
CCc1ccc2[nH]c(=O)c(CN(CCCN3CCOCC3)C(=O)Nc3ccccc3)cc2c1 | -13 | -1 | -1 | 0 | 0.4 | 5 | 6 | 4 | 0
SMILES | NPY1 pot ag | NCF1 inh | Ba/F3 V617F tox | NPY-Y1 antag | S1P4 agonist | CHOP inh | BaF3 tox | NPY2 pot ag | S1P4 antag
CCOC(=O)NN1C(=O)c2ccccc2NC1c1ccc(OC)cc1OC (stereo not given) | 13 | -1 | -3 | 1 | 1.1 | 7 | 4 | 12 | -10
Cc1cccc(NC(=O)C2(c3cccs3)CCOCC2)n1 | 5 | -9 | -1 | -1 | 1.5 | -7 | -1 | -1 | -7
O=C(O)c1ccccc1SCc1cn2cc(Br)ccc2n1 | 12 | -5 | -3 | 4 | 1.7 | -13 | 2 | 1 | 7
Cc1ccc(C(C)C)c(OCC(=O)Nc2ccc(Cl)cn2)c1 | -34 | -8 | 0 | 9 | 1.3 | 19 | 3 | 12 | -15
Cc1nc2sc(C(c3ccc(Br)cc3)N3CC(C)OC(C)C3)c(O)n2n1 (stereo not given) | -8 | -8 | -1 | 4 | -0.8 | 20 | 4 | 8 | 1
C#CCSc1cc(C(F)(F)F)nc(-c2ccccn2)n1 | 0 | -11 | 0 | 5 | 0.4 | 14 | 9 | 2 | 2
NC(=O)C1(N2CCCCC2)CCN(C2CC(=O)N(Cc3cccs3)C2=O)CC1 (stereo not given) | -7 | -14 | -5 | 2 | -0.8 | 5 | 2 | 3 | 5
CC(C)(C)C(=O)Nc1cc(C(F)(F)F)ccc1-n1ccnc1 | -9 | 3 | 2 | -1 | -0.4 | 5 | 2 | -3 | -11
O=C1CC(c2cccc(Cl)c2)CC(O)=C1C=NC1CCCC1 (stereo not given) | 2 | -9 | 1 | 4 | -0.1 | 13 | 2 | -5 | -4
O=C(COc1ccccc1Cl)NCCC1=CCCCC1 | -7 | -12 | -4 | 7 | 0.4 | 46 | 3 | 2 | -12
C=CCN(c1ccc(C(=O)Nc2cccc([N+](=O)[O-])c2)cc1)S(C)(=O)=O | 0 | -8 | -2 | -3 | 0.8 | -8 | 7 | -6 | 14
Fc1ccc(-c2nc3c(-c4ccc(F)cc4)cnn3cc2CCN2CCOCC2)cc1 | 11 | -2 | 5 | 6 | 0.6 | 13 | 5 | 8 | -4
COc1c(Cl)ccc(Cl)c1C(=O)NCc1ccco1 | 24 | -8 | -4 | -2 | 1.2 | 6 | -1 | -7 | -17
CCCCn1c(SCC(=O)c2ccc3c(c2)NC(=O)CO3)nc2cc(S(N)(=O)=O)ccc21 | -3 | -44 | 3 | 2 | -0.1 | 11 | 7 | -13 | 0
COc1cccc(C(=O)NCc2ccc(-c3nc4ccccc4s3)cc2)c1 | -55 | -19 | 0 | 11 | 0.4 | 33 | 4 | -33 | -17
Cc1cccc(CCNC(=O)CCNC(=O)Cn2ccc3ccccc3c2=O)c1 | 6 | -5 | 2 | 12 | -0.4 | 31 | 7 | 7 | 1
O=C(/C=C/c1ncc(C(F)(F)F)cc1Cl)OCc1ccccc1 | -16 | -9 | 2 | 3 | -3.0 | 2 | 4 | -2 | -7
CCN(c1ccccc1)c1cc(C)nc2nc(C)nn12 | 1 | -5 | 0 | 2 | 0.4 | 10 | 9 | 15 | -9
CC(=O)c1c(N2CCCC2)[nH]c(-c2ccccc2)nc1=S | -13 | -9 | -4 | -5 | -3.0 | 2 | 1 | 14 | 8
COc1ccc(C2Nc3ccccc3C(=O)N2NC(C)=O)cc1OC (stereo not given) | 3 | 4 | 4 | 2 | -0.1 | 11 | 11 | -12 | 0
O=C(COC(=O)C12CC3CC(CC(C3)C1)C2)Nc1ccccc1F | 6 | -17 | -3 | -4 | 2.4 | 9 | 3 | 2 | -4
O=C1ON=C(c2ccccc2)/C1=C/c1ccc(OS(=O)(=O)c2ccccc2)cc1 | 3 | 3 | -5 | -2 | -0.8 | -8 | 2 | 6 | -9
O=C(O)c1ccc(N2Cc3ccccc3C2)cc1O | 8 | -24 | 2 | -1 | -1.9 | -20 | 4 | -3 | -5
O=C(c1ccccc1NS(=O)(=O)c1ccc(Br)s1)N1CCOCC1 | 0 | -14 | 4 | 13 | -0.8 | 33 | 14 | -7 | -10
O=C(CCN1C(=O)c2ccccc2C1=O)N1CCN(c2ccccc2)CC1 | -7 | -4 | 1 | 6 | -0.4 | 33 | 7 | 1 | 2
SMILES | NPY1 pot ag | NCF1 inh | Ba/F3 V617F tox | NPY-Y1 antag | S1P4 agonist | CHOP inh | BaF3 tox | NPY2 pot ag | S1P4 antag
S=C1NCCOCCOCCOCCOCCN1 | 6 | -7 | -5 | -2 | -1.2 | 15 | 1 | -4 | 9
COc1cc(OC)cc(-c2cc3nc(C)c(CCC(=O)NCc4ccccc4)c(C)n3n2)c1 | 10 | 2 | 4 | · | -0.6 | 84* | 1 | -8 | -3
CCCc1c2ccccc2nc2ccccc12 | -34 | -1 | 4 | 1 | -0.7 | 34 | 4 | -4 | 8
Cn1c2ccc(F)cc2c2ncn(CC3CCCO3)c(=O)c21 (stereo not given) | -16 | -11 | -3 | · | 0.9 | -2 | -2 | -12 | -2
CCCC/C=C1\CCc2c([nH]c3ccccc23)C1=O | 6 | -9 | 2 | 4 | 2.0 | 22 | 6 | -14 | -17
COc1ccccc1-c1nc2n(n1)C(c1ccccc1Cl)C(C(N)=O)=C(C)N2 (stereo not given) | 6 | -6 | -1 | 5 | -0.2 | -23 | 4 | 7 | -19
COCCNC(=O)/C(C#N)=C/c1ccc(O)cc1 | 15 | 6 | -3 | · | -1.5 | -15 | -15 | 6 | -10
CN(C)S(=O)(=O)c1ccc(NC(=O)c2ccccn2)cc1 | -26 | -13 | 4 | -4 | -2.3 | 25 | 3 | -18 | 3
COc1cc(C2=NOC(C(=O)N3CCCCCC3)C2)cc(OC)c1OC (stereo not given) | -5 | -3 | -1 | 0 | -0.7 | 1 | 1 | 9 | -16
Cc1nc(-c2cccc(C(F)(F)F)c2)sc1C(=O)O | 1 | -18 | 0 | 3 | 1.1 | -22 | 4 | -3 | -3

Exported with each value named: entries from further up.
> COCCNC(=O)/C(C#N)=C/c1ccc(O)cc1
  NPY1 pot ag: 15
  NCF1 inh: 6
  Ba/F3 V617F tox: -3
  NPY-Y1 antag: ·
  S1P4 agonist: -1.5
  CHOP inh: -15
  BaF3 tox: -15
  NPY2 pot ag: 6
  S1P4 antag: -10
> CCCC/C=C1\CCc2c([nH]c3ccccc23)C1=O
  NPY1 pot ag: 6
  NCF1 inh: -9
  Ba/F3 V617F tox: 2
  NPY-Y1 antag: 4
  S1P4 agonist: 2.0
  CHOP inh: 22
  BaF3 tox: 6
  NPY2 pot ag: -14
  S1P4 antag: -17
> S=C1NCCOCCOCCOCCOCCN1
  NPY1 pot ag: 6
  NCF1 inh: -7
  Ba/F3 V617F tox: -5
  NPY-Y1 antag: -2
  S1P4 agonist: -1.2
  CHOP inh: 15
  BaF3 tox: 1
  NPY2 pot ag: -4
  S1P4 antag: 9
> CCCc1c2ccccc2nc2ccccc12
  NPY1 pot ag: -34
  NCF1 inh: -1
  Ba/F3 V617F tox: 4
  NPY-Y1 antag: 1
  S1P4 agonist: -0.7
  CHOP inh: 34
  BaF3 tox: 4
  NPY2 pot ag: -4
  S1P4 antag: 8

Screening data: PubChem BioAssay, several laboratories
